High-throughput results (PubChem)
phage Ecoli inh = E. coli growth loss with phage present. growth absorbance. inhibition, % at 11.9 µM. 360,000 compounds, 0.26% hits. AID 651602; in the data active means inhibition above about 11%
DSG3 Ab inh = inhibitors of pemphigus antibody binding to human desmoglein-3; P32926; binding (percent of control), % at 10 µM; 310,000 compounds, 0.48% hits; DSG3-coupled beads, scFv-anti-DSG3-GFP binding, flow cytometry; stronger effect = lower value;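 active means binding more than 3 SD below its plate's average and above zero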; further: some compounds called inactive have numbers as strong as hits
PKA-R1A activ = activators of PKA-R1A complex | activation, % at 11.4 µM | 340,000 compounds, 0.083% hits | PKA-R1A dissociation, Cy5-IP20 fluorescence polarization; scaled: DMSO 0%, 113 µM cGMP 100%;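 active means percent activation above the mean of all tested compounds plus 3 SD, cut at about 19% in these data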;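 further: higher means more PKAc released from R1A so a rise in polarization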
OPRM1-OPRD1 inv = mu-delta opioid heterodimer inverse agonism. cell-based MOR-DOR heterodimer luminescence. inhibition, % at 9.3 µM. 340,000 compounds, 0.21% hits. AID 504357; in the data active means inhibition above about 22%, passing the limit was not always enough;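 further: 0% = cells with DMSO and 100% = wells without cells with DMSO; values of inactives mirror those of a sister screen read the other way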
Target sequence (P35372 whole entry, looked up): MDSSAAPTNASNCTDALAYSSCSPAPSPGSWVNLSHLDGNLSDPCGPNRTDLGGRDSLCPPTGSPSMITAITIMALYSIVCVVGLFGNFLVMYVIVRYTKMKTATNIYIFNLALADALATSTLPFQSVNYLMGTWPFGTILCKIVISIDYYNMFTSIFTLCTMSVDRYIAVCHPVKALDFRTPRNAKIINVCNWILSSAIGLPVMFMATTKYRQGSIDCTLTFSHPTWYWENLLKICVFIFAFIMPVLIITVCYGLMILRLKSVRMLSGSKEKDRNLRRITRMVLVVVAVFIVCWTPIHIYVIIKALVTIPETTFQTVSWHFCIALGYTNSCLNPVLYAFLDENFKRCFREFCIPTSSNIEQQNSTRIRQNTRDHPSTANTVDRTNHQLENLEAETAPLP
Target sequence (P41143 whole entry, looked up): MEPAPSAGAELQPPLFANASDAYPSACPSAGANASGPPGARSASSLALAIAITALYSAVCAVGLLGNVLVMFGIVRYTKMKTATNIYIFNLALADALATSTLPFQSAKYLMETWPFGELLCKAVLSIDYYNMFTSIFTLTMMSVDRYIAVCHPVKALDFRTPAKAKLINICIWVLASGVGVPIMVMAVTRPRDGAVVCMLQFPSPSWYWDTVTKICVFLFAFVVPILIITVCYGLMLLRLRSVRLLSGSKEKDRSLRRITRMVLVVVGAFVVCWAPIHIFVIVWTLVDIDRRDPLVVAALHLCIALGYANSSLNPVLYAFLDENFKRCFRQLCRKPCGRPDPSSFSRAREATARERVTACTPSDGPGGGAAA
Tat transport = blocks Tat-dependent protein export in E. coli | E. coli MC4100 TorA-mCherry Tat export, fluorescence | inhibition, % at 10 µM | 340,000 compounds, 0.036% hits | AID 488895;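 active means mean replicate inhibition at least 50% and at least half of replicates individually reaching 50%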;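 further: exported cargo escapes ClpAP degradation while cytoplasmic cargo is degraded and loses fluorescence; 0% = median of neutral control wells and 100% = median of NaSCN control wells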
AddAB inh = less growth of phage-infected E. coli with AddAB; inhibition, % at 11.9 µM; 330,000 compounds, 0.29% hits; AID 435030; E. coli expressing H. pylori AddAB, absorbance growth; in the data active means inhibition above about 12%;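 further: 0% = vehicle wells of infected cells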
Mot1-301 SUMO = inhibitors of SUMOylation pathway: yeast Mot1-301 growth rescue; S. cerevisiae Mot1-301 growth rescue, ATP luminescence, 38.5C; percent above DMSO median, 100 means doubled; growth rescue, % at 18.8 µM; 320,000 compounds, 1% hits; AID 2716;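 active means every valid replicate shows activation above 250% relative to neutral control wells; inactive means the rest, any valid replicate at or below 250%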;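 further: OY570 slx delta 5 strain wells were the positive control but not used for scaling; some compounds called inactive have numbers as strong as hits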
MOR-DOR ag = agonists of human mu-delta opioid receptor heterodimerization; cells, OPRM1-OPRD1 heterodimerization, luminescence; activation, % at 9.3 µM; 340,000 compounds, 0.3% hits; in the data active means activation above about 18%;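 further: 0% = vehicle-treated cells and 100% = reference agonist; values of inactives mirror those of a sister screen read the other way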
Ecoli viability = counter-screen for AddAB inhibitors: E. coli growth inhibition. E. coli V3065 growth, OD600 absorbance, 18 h. 330,000 compounds, 0.27% hits. AID 449728. inhibition, % at 11.9 µM;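 active means inhibition above the campaign's mean inhibition across all tested compounds plus 3 SD, cut at about 9.9% in these data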;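 further: uninfected addAB+ strain grown without phage in ampicillin broth; 0% = DMSO wells and 100% = ciprofloxacin 0.95 µg/ml wells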
PfHsp90 set2 = growth inhibition of yeast expressing Plasmodium Hsp90. S. cerevisiae expressing PfHsp90, BacTiter-Glo ATP, 48 h; yeast lacking PDR1 and PDR3 efflux regulators. 310,000 compounds, 0.32% hits. AID 504621. inhibition, % at 9.4 µM;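 active means every replicate shows inhibition above about 80%, whatever the replicate mean, limit read from the data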;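 further: 0% = DMSO neutral controls and 100% = 20 µM radicicol positive controls; yeast relying on Plasmodium falciparum Hsp90 in place of its own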
Arrestin-AP2 inh = inhibitors of human beta-arrestin and AP2 interaction; FITC-arrestin peptide / GST-AP2 beads, flow cytometry; AP2 beta2 appendage carries R879A mutation; inhibition, % at 10 µM; 340,000 compounds, 0.31% hits; AID 504490;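 active means inhibition above a set limit, near 3 SD of compounds lacking own fluorescence, cut at about 54% in these data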;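 further: plate controls were DMSO wells for no effect and 5 µM unlabelled arrestin peptide for full effect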
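Test system: GST-tagged AP2 beta2-adaptin appendage (R879A) on 4 µm glutathione beads; also added: fluorescein-tagged arrestin peptide at 50 nM final; timing: 12 min plus 1 h, RT; signal: flow cytometry, FL1 (488/535 nm); read-out: percent drop in bead-associated FITC signal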
The depositor's hits bear a star; . = no result given.

SMILES	phage Ecoli inh	DSG3 Ab inh	PKA-R1A activ	OPRM1-OPRD1 inv	Tat transport	AddAB inh	Mot1-301 SUMO	MOR-DOR ag	Ecoli viability	PfHsp90 set2	Arrestin-AP2 inh
CCOc1ccc(-n2c(C)cc(/C=C3/C(=N)N4C(=NC3=O)SN=C4S(C)(=O)=O)c2C)cc1	4.7	105	-16	-21	1	-1.0	-3	3.1	-0.9	-25	-9
O=C(NCc1ccco1)C1(c2ccc(Br)cc2)CCCC1	4.5	100	-17	7	-2	1.2	14	-1.3	-0.9	-11	30
COc1ccc(CN(C)CC(=O)N(C)CC(=O)Nc2ccccc2Br)cc1F	1.8	100	-3	7	-4	-0.3	-10	-1.7	-0.7	-9	2
CCOC(=O)Nc1cc(NC(=O)OCC)ncn1	1.8	121	-6	-3	3	.	.	0.5	.	8	13
CC(NS(=O)(=O)c1ccc2c(c1)C(C)(C)C(=O)N2C)c1ccccc1 (stereo unspecified)	1.8	104	-2	0	-2	5.4	-4	0.0	-0.3	.	16
C/C(=N\NC(=O)c1c(Cl)cnn1C)c1cccc(NC(=O)c2ccc(C)cc2)c1	1.1	102	0	5	1	0.6	-7	-1.0	2.3	-1	20
Cc1cc(OC(=O)c2ccc(Cl)cc2Cl)c([N+](=O)[O-])c(=O)[nH]1	-0.4	101	-6	12	-8	-0.9	-17	-2.2	-0.3	-44	2
Cc1ccc(S(=O)(=O)NCCSc2ncccn2)cc1	1.4	98	-5	15	-1	-0.3	-13	-3.0	0.5	-5	-16
Cc1ccc(S(=O)(=O)Nc2ccnc3ccccc23)cc1	-0.1	105	-9	2	0	-0.4	132	-0.3	0.9	1	24
Cc1ccc(C2=NS(=O)(=O)N(C)C(C(=O)Nc3cc(C)n(CC(=O)N4CCCCC4)n3)=C2)cc1	0.3	.	-7	-1	7	0.4	-6	0.2	-1.9	1	5
COc1ccc(Cl)cc1S(=O)(=O)N1CCN=C1Cc1ccccc1	0.3	108	-9	15	5	1.2	-13	-2.8	1.3	19	-6
CSc1nc(NS(=O)(=O)c2cc(Br)ccc2Br)cc(=O)[nH]1	1.4	93	5	5	11	0.8	-5	-0.8	0.8	9	18
O=C(CCNC(=O)c1ccc([N+](=O)[O-])cc1)Nc1ccc(Cl)c(S(=O)(=O)N2CCOCC2)c1	4.8	112	-2	-5	5	1.6	-7	1.4	1.1	6	31
CCN(C(=O)COC(=O)C1=COCCO1)c1ccccc1	2.0	102	9	-8	-11	1.5	15	1.6	-0.2	-24	11
Cc1ccc(C2=NNC(=O)C(c3c[nH]c4ccccc34)C2)cc1 (stereo unspecified)	4.6	101	-10	-4	2	0.6	0	0.7	2.9	-13	-7
CCCCCC1CC(CC(=O)Nc2nncs2)C(=O)O1 (stereo unspecified)	1.2	94	6	5	2	-1.2	0	-0.9	-0.1	8	1
O=C(O)C(Cc1c[nH]c2ccccc12)N1CCS(=O)(=O)CC1 (stereo unspecified)	3.3	80	2	11	-5	3.8	-5	-2.2	-1.9	3	-13
O=C(Cn1ncc2c3ccccc3n(Cc3ccccc3F)c2c1=O)NCC1CCCO1 (stereo unspecified)	1.1	102	-3	3	-1	5.7	11	-0.6	-0.5	1	25
CN(CC(=O)Nc1cccc(F)c1)C(=O)c1ccc(N2CCCCC2)c([N+](=O)[O-])c1	5.1	99	-17	-4	2	1.6	130	0.9	0.1	-27	1
COC(=O)c1ccc(NC(=O)COc2coc(CN3CCc4ccccc43)cc2=O)cc1	0.8	108	-2	6	2	0.0	6	-1.0	0.8	-37	9
CCOC(=O)c1cccc(-c2c(-c3ccccc3)ncc3cc(OC)c(OC)cc23)c1	2.0	96	11	-28	12	-0.2	6	4.8	-1.8	-8	.
Cc1ccc(NC(=O)COc2ccccc2)cc1Cl	.	119	-6	11	1	8.3	-13	-2.2	3.8	10	-6
CCCn1c(SCC(=O)Nc2cccc(S(=O)(=O)N3CCCC3)c2)n[nH]c1=O	0.9	86	-3	20	4	-0.3	-2	-3.9	0.2	1	-11
Cc1ccc(-c2nc(COC(=O)c3c(C)noc3C)cs2)cc1	5.5	108	-1	-28	4	1.8	1	5.5	1.4	.	0

An excerpt from above in order of SMILES length, rising.
SMILES	phage Ecoli inh	DSG3 Ab inh	PKA-R1A activ	OPRM1-OPRD1 inv	Tat transport	AddAB inh	Mot1-301 SUMO	MOR-DOR ag	Ecoli viability	PfHsp90 set2	Arrestin-AP2 inh
Cc1ccc(-c2nc(COC(=O)c3c(C)noc3C)cs2)cc1	5.5	108	-1	-28	4	1.8	1	5.5	1.4	.	0
Cc1ccc(C2=NNC(=O)C(c3c[nH]c4ccccc34)C2)cc1 (stereo unspecified)	4.6	101	-10	-4	2	0.6	0	0.7	2.9	-13	-7
O=C(CCNC(=O)c1ccc([N+](=O)[O-])cc1)Nc1ccc(Cl)c(S(=O)(=O)N2CCOCC2)c1	4.8	112	-2	-5	5	1.6	-7	1.4	1.1	6	31

The list goes on:
SMILES	phage Ecoli inh	DSG3 Ab inh	PKA-R1A activ	OPRM1-OPRD1 inv	Tat transport	AddAB inh	Mot1-301 SUMO	MOR-DOR ag	Ecoli viability	PfHsp90 set2	Arrestin-AP2 inh
S=c1[nH]nc(C2CCCCC2)n1/N=C/c1ccc(Br)s1	0.6	112	7	-49	-10	1.2	6	10	1.6	.	-10
Nc1nnc(SCC(=O)NC2CCCCC2)n1-c1ccccc1	1.5	109	2	15	0	-0.5	-3	-2.7	-0.7	.	-5
CC1CCCC(NC(=O)COC(=O)c2sc3ccccc3c2Cl)C1C (stereo unspecified)	3.2	98	1	-6	4	3.9	-9	0.9	-0.4	15	-5
CCn1c(SCC(=O)N2CCCC(C)C2)nc2c1c(=O)n(C)c(=O)n2C (stereo unspecified)	1.5	.	4	15	-3	5.0	91	-2.8	-1.4	-10	1
C(/CCc1ccccc1)=N\n1cnnc1	-0.6	100	2	1	-4	4.7	4	-0.2	0.1	4	-11
Fc1ccc(Nc2nc(N3CCOCC3)nc(N3CCOCC3)n2)cc1Cl	0.6	103	-10	-30	-10	3.9	-5	5.9	1.3	1	-15
COc1ccc(S(=O)(=O)N2CCN(c3ccccc3OC)CC2)cc1	-1.0	115	3	-17	-5	3.5	-14	3.4	-1.6	8	7
Cc1nn(-c2ccccc2)c(C)c1/C=N/NC(=O)c1cc(-c2ccc(Br)s2)[nH]n1	2.0	84*	7	0	-3	1.1	-16	-0.1	-1.7	.	1
O=S(=O)(c1ccc(Cl)cc1)N1CCC2(CC1)CO2	0.6	99	-2	8	-2	2.3	-21	-1.6	-2.5	2	8
O=C(CN(Cc1ccccc1)C(=O)c1cccc([N+](=O)[O-])c1)Nc1c(Cl)cc(Cl)cc1Cl	4.5	129	5	-2	0	-0.8	8	0.4	0.3	29	6
CCOC(=O)Oc1ccc2oc(=O)cc(C)c2c1	1.6	103	-1	12	15	3.0	-15	-2.0	-1.3	.	-1
O=C(C[n+]1ccccc1)N/N=C/c1cc(Br)cc(Br)c1O	.	103	-14	25	-1	3.4	-18	-5.5	0.5	-60	-21
Cc1cc(C)nc(-n2nc(C)c3c(C(F)(F)F)cc(=O)[nH]c32)n1	1.8	74	1	7	2	1.7	.	-1.4	2.6	-12	-7
COc1ccc(CCN2CC3=C(C2=O)C(c2ccccc2)NC(=O)N3C)cc1OC (stereo unspecified)	2.3	.	-4	11	-6	0.1	-8	-1.9	-1.0	.	25
O=C(O)c1ccccc1P(=O)(c1ccccc1)c1ccccc1	3.2	96	-10	-7	-4	1.6	233	1.5	2.7	-13	1
NC(=O)c1ccc(NCc2ccco2)c([N+](=O)[O-])c1	2.4	98	-18	15	-10	6.2	-11	-3.5	4.5	10	29
CC1CCCN(C(=O)c2cc(F)c(F)cc2Cl)C1 (stereo unspecified)	1.4	96	-4	9	5	0.6	53	-1.7	-1.2	.	4
Cc1ccc(OC(=O)c2ccc(C)c(C)c2)cn1	2.3	106	1	0	-4	3.6	-8	0.0	0.3	-4	3
O=C(NCCCn1ccnc1)/C(=C/c1ccc(F)cc1)NC(=O)c1ccccc1	-1.8	106	2	-14	-2	-2.0	9	1.7	0.5	0	23
CCOC(=O)C1CCN(Cc2ccc(N(C)C)cc2)CC1	0.8	.	-10	12	-7	-0.7	-23	-2.4	-0.1	-1	-2
O=c1oc2c(CN3CCOCC3)c(O)ccc2c2ccccc12	3.3	112	6	10	-7	-0.6	-8	-1.8	1.4	-17	5
O=C1[C@H](Oc2ccccc2)[C@@H](c2ccncc2)N1c1ccncc1	2.1	94	-8	20	2	-0.1	.	-4.0	-0.5	-17	-5
C/C(CCc1ccc2c(c1)OCO2)=N\N=C1\NC(=O)CC(C(=O)Nc2ccccc2F)S1 (stereo unspecified)	4.2	81	-16	18	-3	3.9	724	-3.6	1.2	-20	40

Exported with values under each structure: 11 of the compounds above
Below each compound: phage Ecoli inh | DSG3 Ab inh | PKA-R1A activ | OPRM1-OPRD1 inv | Tat transport | AddAB inh | Mot1-301 SUMO | MOR-DOR ag | Ecoli viability | PfHsp90 set2 | Arrestin-AP2 inh
O=C(CN(Cc1ccccc1)C(=O)c1cccc([N+](=O)[O-])c1)Nc1c(Cl)cc(Cl)cc1Cl
  4.5 | 129 | 5 | -2 | 0 | -0.8 | 8 | 0.4 | 0.3 | 29 | 6
CCOC(=O)Oc1ccc2oc(=O)cc(C)c2c1
  1.6 | 103 | -1 | 12 | 15 | 3.0 | -15 | -2.0 | -1.3 | . | -1
O=C(C[n+]1ccccc1)N/N=C/c1cc(Br)cc(Br)c1O
  . | 103 | -14 | 25 | -1 | 3.4 | -18 | -5.5 | 0.5 | -60 | -21
Cc1cc(C)nc(-n2nc(C)c3c(C(F)(F)F)cc(=O)[nH]c32)n1
  1.8 | 74 | 1 | 7 | 2 | 1.7 | . | -1.4 | 2.6 | -12 | -7
COc1ccc(CCN2CC3=C(C2=O)C(c2ccccc2)NC(=O)N3C)cc1OC (stereo unspecified)
  2.3 | . | -4 | 11 | -6 | 0.1 | -8 | -1.9 | -1.0 | . | 25
O=C(O)c1ccccc1P(=O)(c1ccccc1)c1ccccc1
  3.2 | 96 | -10 | -7 | -4 | 1.6 | 233 | 1.5 | 2.7 | -13 | 1
NC(=O)c1ccc(NCc2ccco2)c([N+](=O)[O-])c1
  2.4 | 98 | -18 | 15 | -10 | 6.2 | -11 | -3.5 | 4.5 | 10 | 29
CC1CCCN(C(=O)c2cc(F)c(F)cc2Cl)C1 (stereo unspecified)
  1.4 | 96 | -4 | 9 | 5 | 0.6 | 53 | -1.7 | -1.2 | . | 4
Cc1ccc(OC(=O)c2ccc(C)c(C)c2)cn1
  2.3 | 106 | 1 | 0 | -4 | 3.6 | -8 | 0.0 | 0.3 | -4 | 3
O=C(NCCCn1ccnc1)/C(=C/c1ccc(F)cc1)NC(=O)c1ccccc1
  -1.8 | 106 | 2 | -14 | -2 | -2.0 | 9 | 1.7 | 0.5 | 0 | 23
CCOC(=O)C1CCN(Cc2ccc(N(C)C)cc2)CC1
  0.8 | . | -10 | 12 | -7 | -0.7 | -23 | -2.4 | -0.1 | -1 | -2
